# IDE act = activators of human insulin-degrading enzyme in cells. actives 0.073% (n = 340,000). P14735. HEK cells, FAbeta-B cleavage, fluorescence polarization; 0% vehicle, 100% cell-free pure enzyme wells. AID 493087. activation, % at 5.96 µM;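 active means activation above the mean of all tested compounds plus 3 SD, set per screening campaign, cut at about 17% in these data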
# Target sequence (P14735 whole entry, looked up): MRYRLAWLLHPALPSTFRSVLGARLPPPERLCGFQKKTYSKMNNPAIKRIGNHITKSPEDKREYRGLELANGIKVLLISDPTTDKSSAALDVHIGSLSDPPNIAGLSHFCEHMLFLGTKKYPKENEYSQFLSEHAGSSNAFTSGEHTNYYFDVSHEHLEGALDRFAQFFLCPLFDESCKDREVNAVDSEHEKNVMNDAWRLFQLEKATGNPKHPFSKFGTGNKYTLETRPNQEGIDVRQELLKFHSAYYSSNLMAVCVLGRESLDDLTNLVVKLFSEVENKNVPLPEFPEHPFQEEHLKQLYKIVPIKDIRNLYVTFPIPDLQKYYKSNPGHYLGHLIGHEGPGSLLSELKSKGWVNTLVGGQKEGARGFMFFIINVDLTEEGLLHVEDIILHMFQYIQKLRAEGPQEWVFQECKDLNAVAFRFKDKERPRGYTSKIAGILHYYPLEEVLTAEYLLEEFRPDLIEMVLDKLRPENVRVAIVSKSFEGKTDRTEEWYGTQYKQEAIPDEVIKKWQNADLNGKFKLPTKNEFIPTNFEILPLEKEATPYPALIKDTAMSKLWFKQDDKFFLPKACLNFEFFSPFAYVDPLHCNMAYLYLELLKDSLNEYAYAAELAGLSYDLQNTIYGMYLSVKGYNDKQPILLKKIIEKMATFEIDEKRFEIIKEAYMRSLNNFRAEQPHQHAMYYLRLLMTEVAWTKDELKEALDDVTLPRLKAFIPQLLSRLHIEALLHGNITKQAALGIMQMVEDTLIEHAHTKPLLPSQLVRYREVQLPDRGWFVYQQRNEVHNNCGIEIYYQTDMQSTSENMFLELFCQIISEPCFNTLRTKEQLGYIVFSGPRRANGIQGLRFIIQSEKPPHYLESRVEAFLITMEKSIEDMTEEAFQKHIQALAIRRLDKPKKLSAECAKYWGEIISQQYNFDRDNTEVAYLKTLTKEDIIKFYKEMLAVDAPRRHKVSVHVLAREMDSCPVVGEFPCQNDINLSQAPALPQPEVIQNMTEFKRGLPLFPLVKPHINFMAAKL
# IDE inh = inhibits human insulin-degrading enzyme in HEK cells | P14735 | FAbetaB cleavage, fluorescence polarization | inhibition, % at 5.59 µM | actives 0.41% (n = 320,000);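 active means percent inhibition above the average of all tested compounds plus 3 SD, set per screening campaign, cut at about 16% in these data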;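 further: IDE supplied by intact live HEK cells; FP after avidin binding of uncleaved biotin substrate so inhibition keeps polarization high; 0% = DMSO wells and 100% = 60 µM reference IDE inhibitor Ii1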
# GPR7 antag = human neuropeptides B/W receptor 1 antagonism; inhibition, % at 4.4 µM; actives 1.1% (n = 290,000); GPR7-expressing cells, fluorescence antagonist assay; in the data active means inhibition above about 16%, passing the limit was not always enough;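 further: cells stimulated with the agonist NPW; 0% = agonist with vehicle and 100% = vehicle without agonist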
# pCIP destab = p/CIP protein destabilization | F442A p/CIP-EGFP cells, EGFP fluorescence, 16 h | decrease of EGFP signal, % at 10 µM | actives 0.01% (n = 290,000) | AID 1984;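 active means EGFP signal decrease of at least 30% at 10 µM or well 3 SD below plate mean, unless failing retest; inactive means the rest, including hits failing retest or dose response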; further: some compounds called inactive have numbers as strong as hits; many of its hits are not listed in these tables
# PHOSPHO1 block = inhibitors of human PHOSPHO1 phosphatase; Q8TCT1; recombinant PHOSPHO1, absorbance phosphatase assay; inhibition, % at 13.3 µM; actives 1.1% (n = 290,000); in the data active means inhibition above about 60%
# VIM-2 inhibitor = blocks Pseudomonas aeruginosa VIM-2 metallo-beta-lactamase. purified VIM-2, nitrocefin hydrolysis, epi-absorbance fluorescence. inhibition, % at 5.6 µM. actives 0.89% (n = 290,000). AID 1527;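 active means inhibition above the mean of all tested compounds plus 3 SD, cutoff set per screening run, cut at about 7.5% in these data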;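 further: red hydrolysis product quenches plate fluorescence so inhibitors raise well fluorescence; 0% = enzyme with DMSO and 100% = DMSO without enzyme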
# NALP1 yeast inh = inhibitors of NALP1 inflammasome in yeast; S. cerevisiae NALP1/ASC/caspase-1 growth, X-gal OD620, 72 h; inhibition, % at 10 µM; actives 0.61% (n = 280,000); AID 2071; in the data active means inhibition mostly above about 24%, no sharp cut-off; inactive means mostly below about 32%; further: some compounds called inactive have numbers as strong as hits
# IMP-1 inh = blocks Pseudomonas aeruginosa IMP-1 metallo-beta-lactamase; purified IMP-1, nitrocefin hydrolysis, epi-absorbance fluorescence; inhibition, % at 5.6 µM; actives 0.45% (n = 290,000); AID 1556;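 active means inhibition above the mean plus 3 SD of all compounds in the same screening run, cut at about 4.5% in these data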;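 further: 0% = IMP-1 with DMSO and 100% = DMSO wells lacking enzyme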
#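 System: Purified recombinant IMP-1 metallo-beta-lactamase enzyme | Measured by: Fluorescence quenching readout, ex 480/em 530 nm | Replication: Singlicate | Incubation: 15 min preincubation plus 25 min reaction at 25 °C | Evaluation: Percent inhibition from optical density relative to buffer-blank wells | Benchmarks: DMSO with and without IMP-1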
# M18AAP inhibitor = blocks P. falciparum M18 aspartyl aminopeptidase; recombinant PfM18AAP, H-Glu-NHMec fluorogenic cleavage; inhibition, % at 7.35 µM; actives 1.2% (n = 290,000); AID 1822;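 active means inhibition above the campaign mean inhibition over all tested compounds plus 3 SD, cut at about 28% in these data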;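 further: 0% = plate median of test compound wells and 100% = 2 mM ZnCl2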
# Starred values were filed as active, the others as inactive; . = not tested or not shown. The list is partial; the hit share may differ from the screen's.
SMILES,IDE act,IDE inh,GPR7 antag,pCIP destab,PHOSPHO1 block,VIM-2 inhibitor,NALP1 yeast inh,IMP-1 inh,M18AAP inhibitor
COc1ccc(CN2CCN(C(=O)COc3ccc4ccccc4c3)CC2)c(OC)c1,3,4,8,4,16,-0.9,23,1.4,-4
CCCCCn1c(=O)c(C(=O)Nc2ccccc2Cl)c(O)c2ccccc21,6,0,2,-4,14,-1.3,-10,-3.5,-14
Cc1cc(C)cc(N2C(=O)NC(=O)/C(=C/c3cccn3-c3ccc(Cl)cc3)C2=O)c1,-7,-1,-1,-15,3,0.2,33,-0.8,21
CCCCn1c(N)c(C(=O)OCC2CCCO2)c2nc3ccccc3nc21 (stereo unspecified),-5,4,19,-24,-42,0.2,5,-3.6,0
C=CCN1C(=O)/C(=C\c2ccc(N3CCOCC3)o2)C(=O)NC1=S,-16,12,-1,-4,-6,-4.6,11,-1.3,17
Cc1[nH]c2ccc(OC(F)(F)F)cc2c1CCNCc1ccc(Cl)cc1,6,.,36,-5,24,-2.3,30,-1.6,2
N#Cc1ccccc1NC(=O)CN1CC=C(c2ccccc2)CC1,2,3,-9,9,28,-1.9,4,-2.0,6
COc1cccc(CC(=O)N2CCN(Cc3cccc(Cl)c3)CC2)c1,-3,3,19,-8,28,-3.1,-17,-1.7,-1
CCOC(=O)C1(c2ccccc2)CCN(CC(=O)Nc2cccc3ccccc23)CC1,-3,-1,-11,-1,10,-3.0,33,0.1,-1
C/C(=N\NC(=O)c1ccccc1)c1c(O)n(C2CCCCC2)c(=O)[nH]c1=O,-2,-1,8,-4,34,-4.2,-12,-2.2,8
O=C1C=Cc2ccccc2C1=O,.,-3,6,10,1,-0.6,21,-1.2,6
Cc1ccc(NC2=NCCCS2)cc1Cl,4,-3,-7,7,35,-0.8,15,-3.8,4
O=c1[nH]c(=O)n(C2CCCCC2)c(O)c1/C=C/C=Nc1ccccc1,-40,21*,-8,-70,25,-0.8,.,-0.9,-4
Cc1ccc(CN2CCCN(Cc3ccc(Cl)cc3)S2(=O)=O)cc1,1,2,-6,-11,13,-1.2,17,-4.0,-5
Cc1cc(N2C(=O)CC(N3CCC(n4c(=O)[nH]c5ccccc54)CC3)C2=O)no1 (stereo unspecified),12,5,-2,7,5,-3.1,24,-4.6,1
COc1ccc2[nH]c(C)c(CCNCc3cc(OC)c(OC)c(OC)c3)c2c1,9,3,8,4,53,-0.1,0,-0.8,8
CCCC(=O)NC(Oc1ccc(Cl)cc1Cl)C(Cl)(Cl)Cl (stereo unspecified),-3,-3,3,0,6,-1.8,0,-1.4,-6
CN(C)C(=O)Oc1cccc(-c2cn3cc(Cl)ccc3n2)c1,5,2,10,3,-11,0.1,32,-1.5,-11
Cc1ccc(-n2c(O)c(C=NCCCn3ccnc3)c(=O)[nH]c2=O)cc1,2,12,-12,-8,19,-1.6,-2,-2.5,-8
O=[N+]([O-])c1ccc(N2CCNCC2)cc1NCC1CCCO1 (stereo unspecified),4,1,2,12,-4,-1.2,16,-2.6,-3
O=C(CN1CCCC1=O)NCCc1ccccc1,-2,6,-1,-22,46,-1.6,-13,-2.4,-7
CC(=O)OC1(c2ccc(C)cc2)CN2CCC1c1ccccc12 (stereo unspecified),-1,4,-2,-13,20,-1.7,-7,-2.7,4
COc1ccc(CC2c3cc(OC)c(OC)cc3CCN2C)cc1O (stereo unspecified),6,4,-14,4,6,-1.8,36,-2.9,3
O=C(c1ccc(N2CC3CC(C2)c2cccc(=O)n2C3)c([N+](=O)[O-])c1)N1CCCC1 (stereo unspecified),-2,-1,1,0,12,-1.8,-4,-1.3,2
COc1ccc(N=C(C)c2c(O)n(C3CCCCC3)c(=O)[nH]c2=O)c(OC)c1,3,1,-15,-8,-3,-1.6,12,-1.5,1

# Two entries picked at random from those above, as already listed:
SMILES,IDE act,IDE inh,GPR7 antag,pCIP destab,PHOSPHO1 block,VIM-2 inhibitor,NALP1 yeast inh,IMP-1 inh,M18AAP inhibitor
O=C1C=Cc2ccccc2C1=O,.,-3,6,10,1,-0.6,21,-1.2,6
Cc1cc(N2C(=O)CC(N3CCC(n4c(=O)[nH]c5ccccc54)CC3)C2=O)no1 (stereo unspecified),12,5,-2,7,5,-3.1,24,-4.6,1

# Returning to the listing; the 3 compounds before the break are reprinted first.
SMILES,IDE act,IDE inh,GPR7 antag,pCIP destab,PHOSPHO1 block,VIM-2 inhibitor,NALP1 yeast inh,IMP-1 inh,M18AAP inhibitor
COc1ccc(CC2c3cc(OC)c(OC)cc3CCN2C)cc1O (stereo unspecified),6,4,-14,4,6,-1.8,36,-2.9,3
O=C(c1ccc(N2CC3CC(C2)c2cccc(=O)n2C3)c([N+](=O)[O-])c1)N1CCCC1 (stereo unspecified),-2,-1,1,0,12,-1.8,-4,-1.3,2
COc1ccc(N=C(C)c2c(O)n(C3CCCCC3)c(=O)[nH]c2=O)c(OC)c1,3,1,-15,-8,-3,-1.6,12,-1.5,1
COC(=O)c1c(C)n(Cc2ccco2)c2ccc(O)cc12,-4,-5,-12,-5,-48,-3.3,-5,-3.4,-7
CC1Oc2cc3c(-c4c(O)cc(O)c5c(O)c6c(cc45)OC(C)C(C)C6=O)c(O)cc(O)c3c(O)c2C(=O)C1C (stereo unspecified),15,0,-14,-23,17,-5.0,12,-3.4,15
O=[N+]([O-])c1ccc(N2CCCC2)c2ccncc12,3,7,-3,-2,-7,2.7,1,-5.0,6
OC1(c2ccc(F)cc2)CC2CCC(C1)N2Cc1nnnn1C1CCCCC1 (stereo unspecified),3,-8,33*,-2,-12,-2.4,-6,-3.4,3
CCN(CC)CCCN=C(C)c1c(O)n(C2CCCCC2)c(=O)[nH]c1=O,1,3,-8,-1,15,-3.3,10,-5.0,10
O=C1NC(=O)C(=Cc2cccc(OCCOc3ccccc3)c2)C(=O)N1,1,-1,2,-5,29,-2.9,3,0.0,8
CCN1CCN(S(=O)(=O)c2ccc(Cl)c(C(=O)Nc3ccc(C(=O)N(CC)CC)cc3)c2)CC1,1,3,-5,-1,-2,-1.1,13,-2.5,-6
CC1CC2(O)c3no[n+]([O-])c3CCC2N1O (stereo unspecified),1,4,-11,-5,1,0.3,-3,-1.8,2
CCN(CC)c1ccc(C=C2C(=O)NC(=S)NC2=O)cc1,-3,9,-1,-5,-3,-2.1,23,-4.6,-12
Cc1cc(C=C(C#N)C#N)ccc1N1CCCC1,-11,7,-4,-7,29,-2.1,5,-1.3,4
COC(=O)c1ccccc1N=Cc1c(O)[nH]c(=S)[nH]c1=O,4,2,-4,-14,-80,-0.6,13,-2.3,6
CC1(C)C(=O)C=C[C@]2(C)[C@H]3CC[C@@]4(C)[C@H](c5ccoc5)OC(=O)[C@H]5O[C@]54[C@]3(C)[C@H](O)C[C@@H]12,.,3,13,-4,6,-2.9,14,0.9,1
Cn1c(O)c(/C=C2\N=c3ccccc3=C2CCNC(=S)NC2CC2)c(=O)n(C)c1=O,7,0,-6,-5,-79,1.2,.,-2.0,-2
COCCNC(=O)CN1C(=O)C(C)N=C(c2ccccc2)c2cc(Cl)ccc21 (stereo unspecified),2,-2,-1,-13,14,-4.0,15,-1.1,-1
COc1cccc(CN2CCN(C(=O)Cc3ccccc3OC)CC2)c1,1,2,5,8,.,-0.2,.,1.1,-7
O=C1NC(=O)N(c2ccccc2F)C(=O)/C1=C/c1cn(CC(=O)N2CCOCC2)c2ccccc12,.,2,-9,10,23,0.0,2,0.8,27
CCOc1cc(CNCCc2cccc(F)c2)ccc1OC,3,2,8,6,28,-0.5,23,-1.0,-2
O=C1NC(=O)C(CCc2ccncc2)(Cc2ccc(OCc3ccccc3)cc2)C(=O)N1,5,1,-17,2,4,-2.2,-8,-3.3,3
C(#CCN1CCOCC1)COCC#Cc1ccccc1,-2,9,2,0,38,0.2,8,-2.6,-3
C=C(CO)CC1CC(O)[C@]2(C)OC3CC4OC5C[C@]6(C)O[C@]7(C)CCC8OC9C[C@]%10(C)OC%11C(C)=CC(=O)OC%11CC%10OC9C[C@@H](C)C8OC7CC6O[C@]5(C)C/C=C\C4OC3CC2O1 (stereo partly specified),1,0,-19,-10,35,-2.5,-6,-1.8,-2
CC(=O)c1ccc(-c2ccccc2)cc1,-4,0,-3,-1,16,-4.7,32,-1.1,1
Cc1cc(C)cc(NC(=O)CCNC(=O)N2C[C@H]3C[C@@H](C2)c2cccc(=O)n2C3)c1,1,2,3,-1,34,-0.5,6,0.8,-2
O=C(CCl)Nc1nccs1,0,7,0,-3,23,0.9,.,2.3,7
CCOC(=O)c1sc(/N=C/c2c(O)n(-c3ccccc3)c(=O)[nH]c2=O)c(C#N)c1C,-1,1,-12,-4,43,-6.5,18,-5.7,5
O=C(c1cc2c(s1)CCCCCC2)N1CCC2(CC1)OCCO2,1,-1,4,-2,18,-1.2,6,-3.3,11
# Remaining list, next part.
SMILES,IDE act,IDE inh,GPR7 antag,pCIP destab,PHOSPHO1 block,VIM-2 inhibitor,NALP1 yeast inh,IMP-1 inh,M18AAP inhibitor
O=C(C[n+]1ccn(CCCNP2(=O)C=C(c3ccccc3)OC(c3ccccc3)=C2)c1)c1ccccc1,6,-6,-8,12,2,-1.7,19,-1.6,-3
CCOC(=O)C1(CCc2ccccc2)CCN(Cc2cccc3cnccc23)CC1,7,1,-11,-13,41,-1.2,9,-0.8,0
Cc1ccc2c(c1)C1CN(C)CCC1N2C(=O)Nc1cccc(C(F)(F)F)c1 (stereo unspecified),-3,3,13,-11,12,0.0,10,-0.1,-6
CCc1ccc(CN2CCN(C(=O)Cc3ccccc3)CC2)cc1,3,3,2,-6,32,0.0,1,-1.6,4
O=C(Nc1cccc2ccccc12)N1CCC2(CC1)OCCO2,3,-2,-11,8,4,-0.4,0,-2.1,-5
O=C1NC(=O)N(Cc2ccccc2)C(=O)/C1=C\N1CCCc2ccccc21,-48,12,0,-12,21,-2.4,8,-1.2,5
O=C(Cc1ccccc1)N1CCN(C2CCCCCC2)CC1,4,-2,0,-9,50,1.6,9,0.6,-7
CCCN(CC1CC1)CC(O)c1ccccc1 (stereo unspecified),0,3,9,-5,.,-1.1,16,-4.0,10
CCCNc1oc(-c2cccc3ccccc23)nc1C#N,2,-2,-9,12,41,-0.9,20,-1.9,-2
O=C(O)Cn1cc(C(=O)c2ccccc2)c2ccccc21,-1,-2,-10,-4,-36,-3.2,14,-2.0,3
O=P(Nc1ccccc1)(Nc1ccccc1)Oc1cccc(Cl)c1,2,2,-3,-2,8,-2.9,4,-2.2,0
Cc1cccc(CN2CCN(C(=O)Cc3ccccc3)CC2)c1,-3,4,-19,-7,8,-1.8,8,-2.4,-1
O=C(Nc1ccc(C(F)(F)F)cc1)c1cccn(Cc2ccc3c(c2)OC(F)(F)O3)c1=O,5,1,-10,-1,28,-3.8,11,-2.5,4
COc1ccc(-n2c(/C=C/c3ccc(O)c(OC)c3)nc3ccccc3c2=O)cc1,-43,34*,-7,-9,27,1.5,18,1.5,-13
CC(NC1CCCCC1)C(O)C12CC3CC(CC(C3)C1)C2 (stereo unspecified),-4,-2,3,-2,-4,-3.3,20,-2.0,3
O=c1[nH]c(=O)n(Cc2ccco2)c(O)c1/C=N/N1CCCCCC1,5,-4,-10,-10,-12,-2.9,41,-3.0,9
CN1CCC(N(C)Cc2cccnc2)CC1,4,-4,-4,-12,14,-4.0,8,-3.6,8
